CCR6 antag = CCR6 receptor antagonists, primary screen, cell-based, CHO-K1, luminescence, beta-arrestin, uHTS | C-C chemokine receptor type 6 (Homo sapiens), P51684 | CHO-K1 CCR6 PathHunter beta-arrestin, CCL20-stimulated | inhibition, % at 20 µM | 340,000 tested, 0.49% active | AID 493098, 2011;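 active means compounds whose inhibition of the agonist-driven luminescence signal at 20 µM reaches about 50%, limit read from the data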;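 further: cells stimulated with CCL20 at 14 nM final; plate controls were DMSO with CCL20 for no effect and DMSO without agonist for full effect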
CXCR6 inh = CXCR6 receptor inhibitors, primary screen, cell-based, beta-arrestin, luminescence, CHO-K1 PathHunter, 1536-well; C-X-C chemokine receptor type 6 (Homo sapiens), O00574; AID 602244, 2012; 360,000 tested, 0.36% active; inhibition, % at 20 µM; in the data active means inhibition above about 34%, passing the limit was not always enough;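 further: antagonist mode with CXCL16 agonist at 10 nM final; 0% = 10 nM CXCL16 with DMSO and 100% = unstimulated wells without agonist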
Target sequence (O00574 whole entry, looked up): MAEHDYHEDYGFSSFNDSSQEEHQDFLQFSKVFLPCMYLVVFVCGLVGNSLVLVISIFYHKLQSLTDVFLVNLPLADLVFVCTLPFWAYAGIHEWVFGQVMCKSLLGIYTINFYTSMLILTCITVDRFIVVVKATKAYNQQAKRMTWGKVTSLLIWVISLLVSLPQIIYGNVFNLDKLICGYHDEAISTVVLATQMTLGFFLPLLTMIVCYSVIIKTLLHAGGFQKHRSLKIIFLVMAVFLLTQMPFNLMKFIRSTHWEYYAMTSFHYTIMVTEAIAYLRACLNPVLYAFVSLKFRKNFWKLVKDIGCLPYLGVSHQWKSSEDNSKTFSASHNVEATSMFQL
XBP1 UPR activ = activators of adaptive XBP1 UPR arm, primary screen, cell-based, CHO-XBP1 luciferase reporter, luminescence, uHTS. IRE1-XBP1 UPR activation; percent of tunicamycin response, DMSO as zero. activation, % at 20 µM. 330,000 tested, 0.33% active. AID 463104, 2010;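 active means versus positive control, 20 µM dose yields 30% or more activation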;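 further: 100% = tunicamycin at 10 µg/mL and 0% = DMSO only wells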
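Material: CHO cell line with stable XBP1 luciferase reporter; buffer or medium: F12 medium containing 10% fetal bovine serum; compound: single point, 20 µM final compound, 1% DMSO; incubation: 6 h treatment, 37 °C; measured by: glow luminescence from Steady-Glo reagent; evaluation: activation, % of tunicamycin; control set: tunicamycin high, DMSO low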
Mdm2-MdmX inh = inhibitors of human Mdm2-MdmX association, primary screen, cell-based, luminescence, split luciferase, SaOS-2, uHTS. Protein Mdm4 (Homo sapiens) + E3 ubiquitin-protein ligase Mdm2 (Homo sapiens), …. SaOS-2 split-luciferase Mdm2/MdmX complementation. inhibition, % at 8 µM. 330,000 tested, 3% active. AID 485346, 2010;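 active means inhibition of at least 50% at 8 µM in the primary screen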
UPR CHOP act = activators of apoptotic CHOP UPR arm, primary screen, cell-based, CHO-CHOP luciferase reporter, luminescence, uHTS; UPR activation; percent of tunicamycin response over DMSO baseline; activation, % at 10 µM; 330,000 tested, 0.34% active;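 active means at 10 µM dose, activation of 40% or more, normalized to positive control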;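 further: 100% = tunicamycin at 10 µg/mL and 0% = DMSO alone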
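measured by = luciferase luminescence | assay system = CHO-CHOP cells, stable luciferase reporter of PERK-eIF2a-CHOP signalling | amount = 500 reporter cells seeded per well | timing = 6 h compound exposure at 37 °C after overnight seeding | controls = positive tunicamycin 10 µg/mL, negative DMSO alone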
EBI2 antag = EBI2 receptor antagonists, beta-arrestin recruitment, primary screen, cell-based, luminescence, 7a,25-OHC stimulation, uHTS | G-protein coupled receptor 183 (Homo sapiens), P32249 | 7a,25-OHC stimulated | inhibition, % at 5 µM | 360,000 tested, 0.81% active; in the data active means inhibition above about 38%;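 further: enzyme fragment complementation signal reports receptor beta-arrestin coupling in cells; 0% = agonist plus DMSO wells and 100% = wells without agonist; some results beyond the cut were filed as inactive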
Target sequence (P32249 whole entry, looked up, the tested form may be a part): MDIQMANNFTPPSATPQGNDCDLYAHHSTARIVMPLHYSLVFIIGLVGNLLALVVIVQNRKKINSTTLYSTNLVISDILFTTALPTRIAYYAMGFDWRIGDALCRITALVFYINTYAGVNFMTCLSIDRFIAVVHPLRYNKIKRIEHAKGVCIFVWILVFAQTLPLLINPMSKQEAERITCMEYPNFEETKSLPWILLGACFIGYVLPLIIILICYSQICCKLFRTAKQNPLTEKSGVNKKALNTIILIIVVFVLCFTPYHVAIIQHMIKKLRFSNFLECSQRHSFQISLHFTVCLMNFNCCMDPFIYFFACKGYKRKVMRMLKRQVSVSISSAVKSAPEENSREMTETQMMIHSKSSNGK
tim23-1 inh = growth inhibitors of tim23-1 mutant yeast, primary screen, luminescence, uHTS. inhibition, % at 20 µM. S. cerevisiae tim23-1 growth, BacTiter-Glo luminescence, 24 h. 330,000 tested, 1.3% active. AID 463212, 2010;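 active means growth inhibition of the mutant yeast at or above 50%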;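 further: temperature-sensitive mutant grown at 25 °C; plate controls were DMSO-treated mutant yeast for no effect and medium wells lacking yeast for full effect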
APJ ag = agonists of human apelin receptor APJ, primary screen, CHO-K1 cells, PathHunter beta-arrestin, luminescence; AID 2520, 2010; activation, % at 20 µM; 330,000 tested, 0.11% active; P35414; 0% DMSO wells, 100% apelin;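 active means activation more than six SD over the plate average, tested at 20 µM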;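 further: 0% = DMSO alone and 100% = apelin-13 at 10 nM; some results filed as inactive read as strong as hits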
Target sequence (P35414 whole entry, looked up): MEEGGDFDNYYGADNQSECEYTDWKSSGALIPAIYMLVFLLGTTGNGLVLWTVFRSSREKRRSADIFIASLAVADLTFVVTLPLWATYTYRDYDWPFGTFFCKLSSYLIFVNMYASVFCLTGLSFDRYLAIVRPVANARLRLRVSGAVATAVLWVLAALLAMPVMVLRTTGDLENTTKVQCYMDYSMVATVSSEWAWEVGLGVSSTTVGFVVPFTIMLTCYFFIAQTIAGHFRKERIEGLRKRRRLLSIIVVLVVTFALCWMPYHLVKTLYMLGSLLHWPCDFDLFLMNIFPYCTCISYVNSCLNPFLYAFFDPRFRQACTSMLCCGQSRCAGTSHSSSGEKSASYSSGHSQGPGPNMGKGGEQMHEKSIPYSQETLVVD
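Material: CHO-K1 APJ beta-arrestin complementation cell line; Input: cell density 1000 per well; Incubation: compound stimulation 90 min at 25 °C, detection 60 min; Signal: luminescence from split beta-galactosidase complementation, Galacton Star/Emerald II substrate; Controls: DMSO-only wells as negative, 10 nM Apelin-13 as positive control.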
APJ antag = antagonists of human apelin receptor APJ, primary screen, CHO-K1 cells, beta-arrestin complementation, luminescence; 330,000 tested, 0.32% active; inhibition, % at 20 µM; P35414;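 active means inhibition above about 40% at 20 µM, limit read from the data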;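 further: cells challenged with 10 nM apelin-13 agonist together with compound; plate controls were apelin-13 plus DMSO wells for no effect and DMSO wells lacking apelin-13 for full effect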
* = called active by the depositor; . = no result given.

SMILES	CCR6 antag	CXCR6 inh	XBP1 UPR activ	Mdm2-MdmX inh	UPR CHOP act	EBI2 antag	tim23-1 inh	APJ ag	APJ antag
Cc1cccc(N2CCN(C(=O)c3noc4c3COc3ccc(C)cc3-4)CC2C)c1 (stereo not given)	3	-4	-2	23	-0.2	0	20	2	14
CC(C)n1cnc2cc(NCc3ccccc3O)ccc21	3	-7	0	-9	2.9	-4	6	-3	17
CC(C)c1nnc(SCC(=O)Nc2ccc3c(c2)OCO3)n1C	-10	-6	-4	-15	-0.1	-2	19	0	7
Cc1ccc2nc(SCC(=O)c3c(C)[nH]c4ccccc34)[nH]c2c1	-10	-4	2	-4	4.2	19	4	1	-18
O=C(c1ccco1)N1CCN(C(=O)c2cc(-c3ccncc3)nc3ccc(Br)cc23)CC1	2	-2	-4	2	-0.8	-1	25	1	-2
Cc1ccc(S(=O)(=O)N2CCN(C(=O)CNC(=O)c3ccc(Cl)cc3)CC2)cc1	13	3	-1	1	-0.8	-4	12	-1	8
CCn1ncc(C2=NOC(C(=O)Nc3cc(OC)c(Cl)cc3OC)C2)c1C (stereo not given)	-10	-4	-3	-1	-0.4	-2	16	-3	16
NC(=O)C1CCN(C(=O)CCc2nc3sc4c(c3c(=O)[nH]2)CCCC4)CC1	-4	-4	0	-9	0.2	5	7	0	10
CN(/N=C/c1ccncc1)c1cnn(-c2ccc(F)c(Cl)c2)c(=O)c1Cl	8	3	-2	4	2.2	14	-22	0	3
COC(CNC(=O)c1ccc2c(c1)nc(C)n2-c1cc(C)cc(C)c1)OC	-10	0	-2	-15	0.7	-4	14	-3	-9
Cc1ccc(S(=O)(=O)Nc2ccc(O)c(Sc3ncn[nH]3)c2)cc1	-11	0	-3	17	0.4	-18	9	-1	-43
O=C(O)c1ccc(-n2nc(C(F)(F)F)cc2-c2cccs2)cc1	5	6	-6	7	0.1	19	5	-1	13
COc1ccccc1C(=O)O[C@H]1[C@H](Cc2ccccc2)NS(=O)(=O)[C@H]2C[C@@H]3C=C[C@]12O3	3	8	-4	7	-1.4	3	13	0	-4
CN(C)S(=O)(=O)c1ccc(C(=O)Nc2ccccn2)cc1	2	-3	-1	15	2.1	-7	13	-2	10
COC(=O)c1cc(S(=O)(=O)NCC2CCN(CCc3cccs3)CC2)cn1C	4	-1	-1	-2	-0.5	3	-63	-1	1
Cc1ccccc1N(C(=O)c1snc(C(N)=O)c1N)C(C(=O)NCc1ccccc1)c1ccc(O)cc1 (stereo not given)	15	7	4	-24	1.9	6	3	-1	27
COc1ccccc1NC(=O)CCc1c(C)nc2c(-c3ccc(F)cc3)c(C)nn2c1C	7	8	-4	0	-2.9	8	15	-2	3
Cc1cc(C)c2c(NC(=O)C3CC3)nn(C)c2n1	4	7	-1	-2	-0.9	6	13	-2	-6
COc1ccc(NC2CCCN(C(=O)c3cccc(C(F)(F)F)c3)C2)cc1OC (stereo not given)	-18	-11	-2	2	0.3	-11	11	3	-21
Cc1nn(-c2ccccc2)c(C)c1NC(=O)COC(=O)CCOc1ccccc1	6	-2	-4	-11	-1.4	-6	18	-1	11
COc1ccc(NC(C)=O)cc1NC(=O)CN1CCN(CC(=O)Nc2ccccc2Cl)CC1	7	-9	-3	1	1.7	4	7	1	-16
COc1ccc(-c2nnc(NC(=O)Cc3ccccc3)o2)cc1	12	1	-3	13	-1.8	3	-7	-4	4
NC(=O)C1CCN(C(c2ccccc2F)c2nnnn2Cc2ccco2)CC1 (stereo not given)	8	-3	0	1	0.1	-3	17	-3	11
COc1ccc(C2CC(c3ccc(F)cc3)Nc3nc(N)nn32)cc1OC (stereo not given)	-4	-9	-3	-10	-1.2	-1	2	-2	-31
CCn1c(CN(C)c2ccccc2)nc2ccccc21	13	9	-3	1	0.2	1	23	-1	3
COc1ccc(C2c3ccc4ccccc4c3Oc3ncn(CCN4CCOCC4)c(=N)c32)cc1 (stereo not given)	14	4	4	75*	-0.4	24	-4	0	8
N#Cc1ccc(/C=C/C(=O)c2ccco2)cc1	27	10	1	6	1.6	-16	8	0	5
COc1cc(CN2CCNC(=O)C2CC(=O)N(C)CCC2CCOCC2)cc(OC)c1 (stereo not given)	10	-1	-4	8	-3.1	-1	-2	-7	4
CCOCCCn1c(=N)c(C(=O)NCc2ccc3c(c2)OCO3)cc2c(=O)n3ccccc3nc21	.	.	0	14	-0.1	.	-6	-4	-7
Clc1ccc(-c2cn(-c3ccccc3)c3[n+]2CCS3)cc1	-10	-1	-2	2	2.9	-6	-8	-4	20

Single values from the list:
COc1ccc(-c2nnc(NC(=O)Cc3ccccc3)o2)cc1 @ CXCR6 inh: 1
COc1ccc(C2c3ccc4ccccc4c3Oc3ncn(CCN4CCOCC4)c(=N)c32)cc1 (stereo not given) @ APJ antag: 8

Grouped by structure, those above with a CF3 group.
SMILES	CCR6 antag	CXCR6 inh	XBP1 UPR activ	Mdm2-MdmX inh	UPR CHOP act	EBI2 antag	tim23-1 inh	APJ ag	APJ antag
O=C(O)c1ccc(-n2nc(C(F)(F)F)cc2-c2cccs2)cc1	5	6	-6	7	0.1	19	5	-1	13
COc1ccc(NC2CCCN(C(=O)c3cccc(C(F)(F)F)c3)C2)cc1OC (stereo not given)	-18	-11	-2	2	0.3	-11	11	3	-21

Next part.
SMILES	CCR6 antag	CXCR6 inh	XBP1 UPR activ	Mdm2-MdmX inh	UPR CHOP act	EBI2 antag	tim23-1 inh	APJ ag	APJ antag
COCCNC(=O)CN(C(=O)Cn1nnc2ccccc21)c1ccccc1C	7	-2	1	7	3.2	2	1	0	-32
O=S(=O)(Nc1ccc2c(c1)OCCO2)c1cccc(F)c1	4	-6	-6	1	-4.8	-6	11	-1	-3
O=S(=O)(c1c(F)cccc1F)N1CCN(Cc2c(O)ccc3ccccc23)CC1	11	-7	-3	2	3.6	-5	18	-5	-1
CC(C)Nc1nc(NNc2nc(Cl)nc(NC(C)(C)C)n2)nc(NC(C)C)n1	7	-7	-1	26	1.8	3	-5	0	7
CCC1CN(C(=O)NCc2ccc(C)cc2)c2ccccc2O1 (stereo not given)	13	-2	-4	22	-0.5	3	21	-1	-19
O=C(CSc1nnc(Cc2cccs2)n1-c1ccccc1)Nc1ccc2c(c1)OCCO2	0	13	-1	18	-0.3	10	22	-3	5
Cc1c(NC(=O)CSc2nnc3c4ccccc4n(CCc4ccccc4)c3n2)c(=O)n(-c2ccccc2)n1C	9	-1	-6	100*	-3.7	-6	9	-4	21
CCC(C)[C@H](NC(=O)N1CC(=O)Nc2ccccc21)C(=O)Nc1nccs1 (stereo not given in full)	8	2	-4	0	-0.5	-8	0	2	12
O=C(CCNC(=O)C1CCN(S(=O)(=O)c2ccc(F)cc2)CC1)NCCc1cccc(F)c1	5	-3	-1	11	2.2	1	5	-2	3
CCOC(=O)c1[nH]cnc1C(=O)NC(C)C	1	-1	-4	15	0.7	-17	12	1	-11
S=c1[nH]nc(Cn2nnc3ccccc32)n1-c1ccccc1	-11	-9	0	-5	-1.3	1	-3	-4	-21
N#C/C(C(N)=O)=C1/SC=C(c2ccccc2)N1c1ccccc1	1	1	2	24	1.3	31	0	3	-3
CC(=O)c1c(C)[nH]c(C(=O)OCC(=O)NCC(C)C)c1C	11	2	-2	11	-0.2	-11	-4	1	-2
COc1ccc(CN2C(=O)c3cccnc3C2=O)cc1S(=O)(=O)N1CCCCC1	-5	-12	-1	13	-0.4	-1	-4	-3	6
CCOc1ccc(C(=O)OCC(=O)Nc2cccc(S(=O)(=O)N3CCCC3)c2)cc1	12	9	0	22	1.6	-1	12	-4	-3
CS(=O)(=O)c1ccc(C(=O)OCC(=O)NCc2cccs2)cc1[N+](=O)[O-]	11	2	-9	73*	-7.3	-6	32	9	2
COc1ccc(C(=O)C(C)OC(=O)CN2C(=O)c3ccccc3C2=O)cc1 (stereo not given)	12	-2	-3	9	1.3	10	14	-1	-2
COc1ccc(NC(=O)C23CCC(C)(C(=O)O2)C3(C)C)cc1 (stereo not given)	-15	-8	-4	35	-1.3	-6	7	-1	-18
COC(=O)CSc1nc2ccccc2nc1SCC(=O)OC	17	11	-1	9	1.7	3	26	-4	-10
O=C(O)CS(=O)(=O)c1ccc(C(F)(F)F)cn1	5	5	-1	8	1.3	10	-1	-1	6
CCN(Cc1nc(-c2ccccc2)no1)C(=O)c1ccoc1C	-1	9	-3	-7	-1.9	7	8	-1	3
CC(NC(=O)COC(=O)c1cn(-c2ccccc2)nc1-c1cccs1)c1ccccc1 (stereo not given)	21	-6	0	-1	3.1	22	31	-4	7
Cc1nc2sc(C(c3cccc(F)c3)N3CCC(O)CC3)c(O)n2n1 (stereo not given)	1	4	-3	15	-1.8	-10	-2	0	-6
CN(C(=O)c1cccc(N2C(=O)C3CC=CCC3C2=O)c1)C1CCCCC1 (stereo not given)	-1	-4	-3	21	-0.7	-7	14	-4	10
O=C(Nc1ccccc1)N1CCc2ccccc2C1	3	-2	6	-63	4.8	-24	12	-5	-11
CCCN1CCN(CCCNC(=O)c2ccc(CS(=O)c3ccccc3C)o2)CC1 (stereo not given)	-17	4	-4	5	-1.5	-11	-2	-3	-1
COc1ccc(OC)c(C(O)c2coc3ccc(O)c(CN4CCOCC4)c23)c1 (stereo not given)	-5	3	2	1	-0.9	-7	20	-4	-35
c1ccc(Oc2c3ccccc3nc3ccccc23)cc1	0	.	63*	73*	6.4	.	-5	0	-23
CC[C@@]12C(=O)N(c3cccc(F)c3)C(=O)N1[C@H](c1ccc(Cl)cc1)[C@@H]1C(=O)N(C3CCCCC3)C(=O)[C@@H]12	-31	-12	2	24	3.5	-9	21	26	-5
Cc1ccc(S(=O)(=O)Nc2c(C)cc(C)nc2Cl)cc1	0	1	-4	-2	0.5	-9	17	-1	-3
COc1ccc(OCC(=O)Nc2ccc(N3CCN(C(=O)c4ccco4)CC3)cc2)cc1	-7	-3	0	-19	1.8	12	10	5	-3
CC1CCN(C(=O)c2cc3ccccc3o2)CC1	17	9	4	-105	4.1	28	16	12	-2
COCCn1c(C)cc(C(=O)COC(=O)c2n[nH]c3ccccc23)c1C	-9	-6	-4	19	-6.1	3	40	5	-2
O=C(O)CSc1ccnc2cc(Cl)ccc12	13	-1	-1	13	-1.8	-7	14	3	-24
CC(=O)OCN(C#N)c1nc(N(C)C)nc(N(C)C)n1	-2	5	-1	3	0.0	2	5	-2	11

Screening data: PubChem BioAssay, Sanford-Burnham Center for Chemical Genomics

This is a subset. The share of hits here may be higher or lower than overall.
